CFTR F508del cor – F508del CFTR correction, initial screen, CFBE line, single point; 350,000 compounds, 0.36% hits; activity (quench increase), % at 7.58 µM; CFBE cells, YFP halide quenching; stimulated with forskolin plus potentiator P3; % fluorescence drop versus neutral controls;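 active = mean added fluorescence quench of at least 8% versus neutral control, with both replicates also reaching 8%; inconclusive = only one of the mean or replicate conditions met; inactive = mean below 8% and not both replicates reaching 8%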;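 also: cells transiently co-express mutant CFTR-F508del with the halide-sensitive YFP; corrector assay measuring rescue of mutant channel to the surface after 24 h compound exposure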
GSIS activator – GLuc luminescence reporter in INS-1E cells, primary screen for activators of glucose-dependent secretion of insulin; activation, % at 16.6 µM; 370,000 compounds, 0.61% hits; INS-1E GLuc reporter insulin secretion, 2-3 h; AID 743287, 2014;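 active = lowest replicate activation of at least 40%, so every replicate reaches that level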;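 also: 0% = median of neutral control wells and 100% = median of IBMX positive control wells; some compounds called inactive have numbers as strong as hits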
RAD52 inh – RAD52 DNA annealing inhibitors, primary screen, biochemical, FRET, single point, set 2; recombinant RAD52 DNA annealing, FRET fluorescence; inhibition, % at 18.7 µM; 360,000 compounds, 0.46% hits; AID 651710, 2012;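 active = every replicate showing at least 50% inhibition; inconclusive = mean inhibition at least 50% but not in every replicate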
Target sequence (P43351 whole entry, looked up): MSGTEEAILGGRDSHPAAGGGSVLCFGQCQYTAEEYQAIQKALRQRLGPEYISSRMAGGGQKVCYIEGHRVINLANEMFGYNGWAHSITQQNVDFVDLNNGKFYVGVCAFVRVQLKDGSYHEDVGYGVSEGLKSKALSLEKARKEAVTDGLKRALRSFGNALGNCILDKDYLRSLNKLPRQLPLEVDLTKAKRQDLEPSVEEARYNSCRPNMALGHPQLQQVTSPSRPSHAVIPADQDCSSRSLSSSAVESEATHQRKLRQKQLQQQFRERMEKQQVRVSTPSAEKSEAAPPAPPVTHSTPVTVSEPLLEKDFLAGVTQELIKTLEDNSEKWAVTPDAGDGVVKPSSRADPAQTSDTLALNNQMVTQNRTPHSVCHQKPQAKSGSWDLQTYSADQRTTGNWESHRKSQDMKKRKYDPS
Casp6 inh – human caspase-6 inhibitors, primary screen, biochemical, VEID-R110 fluorescence, single point, set 2; AID 686996, 2013; purified caspase-6, Z-VEID-R110 cleavage fluorescence; P55212; inhibition, % at 12.5 µM; 350,000 compounds, 0.53% hits;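 active = mean inhibition across replicates at least about 35%, with every replicate also reaching that limit, limit read from the data; inconclusive = only one of the two criteria met; inactive = neither criterion met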;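 also: 0% = median of neutral control wells and 100% = no fluorescence left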
RAD54 branch – inhibitors of human RAD54 branch migration, primary screen, biochemical, fluorescence, single point; DNA repair and recombination protein RAD54-like (Homo sapiens), Q92698; RAD54 Holliday junction branch migration, FAM/BHQ fluorescence; inhibition, % at 10.4 µM; 360,000 compounds, 0.14% hits;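 active = mean normalized replicate activity at least 40 and at least half of replicates scoring 40 or more; inconclusive = only one of the two criteria met; inactive = mean below 40 and under half of replicates reaching 40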;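 also: 0% = median of neutral control wells and 100% = median of positive control wells; inhibitors cause a drop in the FAM fluorescence signal; in these data hits start at about 50%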
XiGFP reactiv – activators of inactive X chromosome reactivation, primary screen, imaging, XiGFP fibroblasts, GFP high-content imaging, set 2; activation, % at 7.58 µM; 360,000 compounds, 0.055% hits; XiGFP mouse fibroblasts, % GFP-positive cells imaging, 3 d; cells co-treated with 5-aza-dC sensitizer; scaled so ellipticine positive control = 100%;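 active = mean normalized replicate activation at least 10% and every replicate at or above 10%; inconclusive = only one of the two criteria met; inactive = mean below 10% and not all replicates reach 10%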;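 also: 0% = median of on-plate neutral control wells and 100% = ellipticine 6 µM median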
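System: 68-5-11 XiGFP fibroblast line; Timing: 3 days compound exposure; Compound dosing: one concentration, pinned; Benchmarks: positive control ellipticine, 6 µM final; Buffer or medium: DMEM containing 5-aza-dC.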
E-selectin induc – E-selectin induction in HUVECs, primary screen, imaging, HUVEC, immunofluorescence imaging, single point; normalized: neutral wells 0, TNF-alpha wells 100; activation, % at 7.58 µM; 260,000 compounds, 0.37% hits; AID 686992, 2013;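 active = mean E-selectin-positive cell signal at least 10% of the positive control, reached in at least 60% of replicates, without over 20% cell loss; inconclusive = no rule given, readout overlaps actives, possibly toxicity-flagged; inactive = the rest, including those meeting only one limit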;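 also: in these data hits start at about 27%; measured in HUVEC primary endothelial cells; signal is the percent of cells scored E-selectin positive by PE staining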
Target sequence (P16581 whole entry, looked up): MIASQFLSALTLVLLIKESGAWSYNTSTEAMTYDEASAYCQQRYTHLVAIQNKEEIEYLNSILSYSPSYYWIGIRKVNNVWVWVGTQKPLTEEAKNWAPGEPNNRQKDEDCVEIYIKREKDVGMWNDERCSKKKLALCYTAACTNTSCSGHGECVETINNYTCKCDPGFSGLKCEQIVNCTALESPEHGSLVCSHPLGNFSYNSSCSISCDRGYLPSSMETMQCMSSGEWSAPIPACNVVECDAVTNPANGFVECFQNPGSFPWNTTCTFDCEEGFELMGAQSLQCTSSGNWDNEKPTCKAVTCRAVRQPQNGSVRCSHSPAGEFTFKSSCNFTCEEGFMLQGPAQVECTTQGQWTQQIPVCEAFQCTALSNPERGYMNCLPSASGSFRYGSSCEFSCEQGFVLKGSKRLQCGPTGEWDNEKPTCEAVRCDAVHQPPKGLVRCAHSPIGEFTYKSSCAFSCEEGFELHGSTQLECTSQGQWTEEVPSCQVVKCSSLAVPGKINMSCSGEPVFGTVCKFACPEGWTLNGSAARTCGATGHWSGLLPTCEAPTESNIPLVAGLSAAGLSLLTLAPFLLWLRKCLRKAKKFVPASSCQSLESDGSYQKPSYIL
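Assay system: HUVEC primary endothelial cells. Input: 3,000 HUVEC seeded per well. Doses: one compound dose added by pin transfer. Read-out basis: % PE-positive cells. Benchmarks: TNF-alpha high, DMSO low. Detection: immunofluorescence imaging. Buffer or medium: EGM-2, gelatin.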
DENV2 CPE rescue – inhibitors of DENV2 cytopathic effect, primary screen, cell-based, plate reader, single concentration; 350,000 compounds, 1.7% hits; DENV2-infected cells, cytopathic effect rescue; CPE inhibition, % at 9.99 µM; in the data active = CPE inhibition above about 20%, passing the limit was not always enough; inconclusive = no clear call, values can overlap the other calls; tested in BHK-21 cells;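 also: 0% = median of neutral control wells and 100% = median of positive control wells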
Active calls of the source: *; ? = inconclusive; . = no result given; & = joins results of further samples; ! = not confirmed by another sample.

SMILES	CFTR F508del cor	GSIS activator	RAD52 inh	Casp6 inh	RAD54 branch	XiGFP reactiv	E-selectin induc	DENV2 CPE rescue
O=C(C[C@H]1C=C[C@H](NC(=O)C2CCOCC2)[C@@H](CO)O1)NCc1ccccc1Cl	2.6	9.0	-3.3	-0.4	.	-0.2	-0.6	-1.4
CN(C)C(=O)c1ccc(-c2ccc([C@H]3[C@H]4CN(C(=O)C5CCC5)CCCCN4[C@H]3CO)cc2)cc1	-1.6	.	22.7	1.0	1.3	.	.	6.2
O=C(N[C@@H]1C/C=C\C[C@@H](CC(=O)N(CCO)Cc2ccccc2)C(=O)N[C@H](Cc2ccccc2)COC1=O)OCC1c2ccccc2-c2ccccc21	1.6	.	-17.0	-0.4	0.3	0.0	0.1	2.9
CC12CC3(C)CC(C)(C1)CC(C(=O)NCc1ccccn1)(C2)C3	-1.5	-3.4	-3.8	1.4	-2.2	0.0	.	1.6
Cc1ccc2sc(N(CCCN(C)C)C(=O)c3ccc(S(=O)(=O)N4CCCCCC4)cc3)nc2c1C	1.2	-57.0	42.4	-5.7	8.8	0.2	.	-8.1
C[C@@H]1CN([C@H](C)CO)C(=O)c2cc(C#CC3(O)CCCC3)cnc2O[C@H]1CN(C)Cc1ccccc1	-1.2	7.3	4.3	-1.3	8.0	0.0	-0.2	9.1
CC1=C(C(=O)OCc2ccccc2)C(c2cccnc2)c2c(n(C)c(=O)n(C)c2=O)N1 (stereo not drawn)	0.5&1.9	42.5*!	-11.8&-12.2	-3.1&0.3	11.7	0.5	-0.1	-3.2&12.6
O=C(Nc1ccc2ccccc2n1)C1CCCCC1	-2.3	10.2	-0.7	-1.4	2.7	0.0	6.3	-5.2
O=C(Nc1nncs1)c1ccc2c(c1)OCO2	-0.4	-4.0	-16.5	2.3	5.4	0.5	.	-3.0
CC(C)C#Cc1ccc([C@@H]2[C@@H](CO)N3C(=O)CN(C(=O)NC4CCCCC4)C[C@H]23)cc1	1.7	-2.7	-5.6	0.8	.	0.1	-0.5	-4.3
COc1cccc(N2CCN(S(=O)(=O)c3c(C)[nH]c(C)c3C(=O)N3CCCC3)CC2)c1	-2.0	4.4	-26.0	7.2	-3.1	0.1	.	-4.8
CCCCn1c(N)c(N(CCC(C)C)C(=O)CC2OC(=O)c3ccccc32)c(=O)[nH]c1=O (stereo not drawn)	1.3	-9.1	-7.8	4.9	0.3	-0.1	.	6.0
CCCC(=O)Nc1ccc2c(c1)C(=O)N(C)C[C@H](OC)[C@@H](C)CN(Cc1ccc(-c3ccccn3)cc1)[C@H](C)CO2	-4.6	-28.4	6.4	-2.3	-8.4	0.5	-0.2	36.4*
C/C=C/c1ccc([C@@H]2[C@H](CO)N(C(=O)CC)C23CN(CCC(F)(F)F)C3)cc1	1.1	-9.3	7.7	-2.4	.	0.0	0.1	-1.0
COc1cccc(CNC(=O)C2CCN(S(=O)(=O)c3ccc4c(c3)NC(=O)CO4)CC2)c1	0.3	-3.9	-9.9	-4.8	2.5	0.1	.	4.3
COC(=O)COc1cc(Cl)c(C=O)cc1OC	0.6	8.1	-0.6	0.0	.	0.3	0.0	-5.3
N#CCCN(C(=O)CN1CCN(S(=O)(=O)c2ccc(Cl)s2)CC1)c1ccc(F)cc1	1.5	-10.3	-4.1	1.8	-10.8	-0.1	0.6	-5.5
C[C@@H](NC(=O)C[C@H]1C=C[C@@H](NC(=O)CN2CCOCC2)[C@@H](CO)O1)c1ccccc1	-0.4	3.3	0.9	0.4	2.4	0.2	-0.4	-3.7
O=C(C[C@H]1C[C@H]2c3cc(NC(=O)c4ccc5c(c4)OCO5)ccc3O[C@H]2[C@H](CO)O1)NCc1cccnc1	0.5	13.3	5.5	1.1	6.8	0.0	0.1	-6.4
CC(=O)c1sc(NC(=O)c2cccc(C)c2)nc1C	3.0	-21.6	-18.6	0.1	.	0.0	.	3.3
CCN(CC)CCN(C(=O)CCOc1ccccc1)c1nc2ccc(F)cc2s1	-1.6	-36.0	32.4	-8.2	.	-0.4	-0.3	6.0
COCC(=O)Nc1ccc2c(c1)OC[C@@H](C)N(Cc1cccc(F)c1)C[C@@H](C)[C@H](OC)CN(C)C2=O	-2.6	-12.3	12.6	-0.4	-23.7	0.1	0.1	3.5
Cc1ccccc1-c1ccc([C@H]2[C@@H](CO)N3CCCCN(S(=O)(=O)c4cn(C)cn4)C[C@H]23)cc1	0.5	-15.2	-16.3	-1.1	7.5	0.0	-0.4	2.9
CC1(C)CSC(=NCc2ccccc2)N1C(=O)c1cccc([N+](=O)[O-])c1	-2.8	0.4	-6.0	-2.9	.	-0.1	.	.
CC(OC(=O)c1cccc(-n2cnnn2)c1)c1nc2ccccc2c(=O)[nH]1 (stereo not drawn)	-4.2	12.4	-8.0	0.0	0.6	0.1	-0.3	9.6
Cc1ccc([C@H]2C[C@H](n3cc(C4CC4)nn3)[C@@H](O)CN2Cc2cccs2)cc1	0.5	-12.4	-360.9	-0.5	-11.9	0.3	1.5	-9.4
O=C(Nc1ccc(Cl)cc1F)C1CC(=O)N(Cc2ccco2)C1 (stereo not drawn)	-5.3	2.2	-12.3	2.2	-5.4	-0.1	.	?
CCOC(=O)C1(Cc2ccccc2Cl)CCN(C(=O)c2cnccn2)CC1	-0.3	2.7	-3.6	-1.5	-7.5	0.0	18.7	2.0
CCC(NC(=O)c1cc(COc2ccc(F)cc2Cl)on1)c1ccncc1 (stereo not drawn)	2.9	-22.2	-16.5	-0.3	1.4	0.3	-0.3	?
COc1ccc(S(=O)(=O)N2CCOCC2)cc1NC(=O)/C=C/c1ccc(F)cc1	-2.4	-10.5	-1.2	1.2	3.5	-0.1	-0.2	-5.8
CCC(=O)c1ccc(OCC(=O)NCCc2ccccn2)cc1	1.4	12.2	-14.9	.	2.7	0.1	.	4.8
CO[C@@H]1CN(C)C(=O)c2cc(NC(=O)C3CC3)ccc2OC[C@H](C)N(C(=O)c2ccncc2)C[C@H]1C	-2.6	7.1	17.9	-1.4	4.2	-0.3	1.1	2.1
Oc1cccc(C=NNc2ccccn2)c1	0.9	20.0	-13.1	-0.3	6.1	-0.1	0.0	0.6
CCCC1(C(=O)O)NC(c2cccc(OC)c2O)C2C(=O)N(c3ccccc3)C(=O)C21 (stereo not drawn)	-3.5	12.7	-2.2	-0.6	1.2	-0.2	.	-11.1
O=C1NCCN(Cc2cccc(Oc3ccccc3)c2)C1CC(=O)N1CCCO1 (stereo not drawn)	5.1	.	-15.9	-1.0	-3.8	0.0	2.1	3.2
Cn1cc(NC(=O)Nc2ccc(C(F)(F)F)cc2)c(C(F)(F)F)n1	-2.7	-3.5	-3.4	0.7	-2.7	0.0	0.0	19.0
COc1ccc(S(=O)(=O)Nc2cccc3c2O[C@H](CN(C)Cc2ccc(-c4ccccc4)cc2)[C@H](C)CN([C@H](C)CO)C3=O)cc1	-15.9	-1.5	12.2	-2.5	5.7	-1.2	0.2	-7.3
COc1ccc(-n2nc(C(=O)NCC(=O)N3CCCCCC3)c3ccccc3c2=O)cc1Cl	-0.4	-7.6	-16.3	-5.5	-5.5	0.1	-0.1	-3.1
C[C@H](CO)N1C[C@H](C)[C@H](CN(C)C)Oc2ccc(NC(=O)Nc3cccc4ccccc34)cc2C1=O	-1.9	4.2	.	-0.4	20.1	0.5	-3.5	1.9
C[C@@H]1CN([C@H](C)CO)C(=O)c2cccc(NC(=O)c3ccc(-c4nccs4)cc3)c2O[C@@H]1CN(C)S(C)(=O)=O	-3.4	17.6	15.3	0.1	-2.2	-0.1	-15.9	13.1
C[n+]1cccc(C(=O)NCC2CCCO2)c1 (stereo not drawn)	-0.9	12.0	-1.2	-3.9	-20.7	0.1	.	-14.7
CC(C)(C)c1ccc(S(=O)(=O)NCc2ccc(C(=O)NCC3CCCO3)cc2)cc1 (stereo not drawn)	-1.8	21.4	-17.1	-5.7	-0.7	0.2	-0.2	11.6
O=C(N/N=C/c1ccc(O)cc1)c1cc[n+](Cc2ccccc2)cc1	.	13.5	.	.	-10.6	0.0	0.5	.
CCc1ccc2c(c1)[C@]1(C(=O)N2)[C@@H]2C(=O)N(Cc3ccccc3)C(=O)[C@@H]2[C@@H]2CCCN21	.	-16.2	-17.4	6.2	-1.1	.	.	.
CCOC(=O)c1cn(Cc2ccccc2)nn1	-0.7	3.0	-1.9	0.3	0.6	-0.1	.	2.9
CCC(=O)N1CCCCN2[C@H](CO)[C@H](c3ccc(-c4cccnc4)cc3)[C@H]2C1	0.8	13.1	10.1	-1.0	2.2	0.0	0.2	6.4
COc1ccc(CN2CCC(n3nccc3NC(=O)c3cccc(F)c3)CC2)cc1O	-1.3	5.6	-2.7	-4.3	4.5	0.0	-0.1	5.0
C[C@@H](O)C(C(=O)N1CCNCC1)n1cc([C@@H](N)CCCCN)nn1 (stereo partly drawn)	0.7	.	26.1	-195.4	5.9	-0.2	-0.1	?
COc1cccc(C(=O)N2CCN(Cc3ccccc3[N+](=O)[O-])CC2)c1	1.6	7.7	-12.5	0.2	5.1	0.0	-0.2	18.1
O=C1CN(C(=O)NCC(=O)N2CCCC2)c2ccccc2N1	1.4	14.4	-8.0	1.0	1.9	0.1	.	?
CS(=O)(=O)Nc1ccccc1N=C(c1ccccc1)c1ccccc1	-5.3	5.7	-12.8	-0.1	0.7	0.0	.	9.9
CCN(CC)S(=O)(=O)c1ccc2c(c1)nc(SCC(=O)N(C)C1CCS(=O)(=O)C1)n2CC (stereo not drawn)	-2.4	6.5	-3.6	0.8	.	0.1	-0.8	-0.2
COC(=O)c1ccccc1NC(=O)CCCn1nc([N+](=O)[O-])cc1C	-1.5	32.2	1.1	0.7	-10.7	.	5.2	.
COc1cccc(C(=O)N2C[C@H]3[C@@H](c4ccccc42)[C@@H](CO)N3Cc2ccccc2F)c1	-0.1	-1.1	-1.8	1.9	-20.1	0.0	-0.5	?
COc1ccc(Oc2nc(-c3ccccc3)ncc2C(=O)O)cc1	0.6	3.3	-18.3	0.0	.	0.0	.	10.1
Fc1cccc(CN(C2=NCCN2)c2c(Cl)cccc2Cl)c1	-1.2	.	14.2	3.1	-11.0	0.4	0.0	?
O=C(Nn1c(SCc2ccccc2F)nc2ccsc2c1=O)c1ccccc1	5.1	-5.2	-7.2	2.8	-1.5	-0.1	.	-2.2

Given with each value named: part of the list above
COc1ccc(S(=O)(=O)N2CCOCC2)cc1NC(=O)/C=C/c1ccc(F)cc1
  CFTR F508del cor = -2.4 | GSIS activator = -10.5 | RAD52 inh = -1.2 | Casp6 inh = 1.2 | RAD54 branch = 3.5 | XiGFP reactiv = -0.1 | E-selectin induc = -0.2 | DENV2 CPE rescue = -5.8

CCC(=O)c1ccc(OCC(=O)NCCc2ccccn2)cc1
  CFTR F508del cor = 1.4 | GSIS activator = 12.2 | RAD52 inh = -14.9 | Casp6 inh = . | RAD54 branch = 2.7 | XiGFP reactiv = 0.1 | E-selectin induc = . | DENV2 CPE rescue = 4.8

Assay outcomes deposited in PubChem BioAssay by Broad Institute.
